AI-2 QS mod – modulators of Vibrio harveyi AI-2 quorum sensing system. AID 2094. Vibrio harveyi JMH597 AI-2 luminescence/OD600 ratio, 9 h; active compounds read low; strain lacks LuxN and CqsS sensors; 0 = neutral-control median. activity change, % at 7.5 µM. 300,000 compounds, 0.4% hits; in the data active = activity change below about -75%, passing the limit was not always enough; inconclusive = no clear call, values can overlap the other calls;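 note: luminescence divided by OD600 gain over 9 h not by final OD600 alone; inactives centre near 13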
IEC-6 tox – IEC-6 cytotoxicity, counter-screen for KLF5 inhibitors | luminescence viability | inhibition, % at 5 µM | 290,000 compounds, 0.78% hits | AID 1825; in the data active = inhibition above about 22%;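 note: 0% = plate median of test compound wells and 100% = cytotoxic reference compound wells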
HSP90 inh – inhibitors of HSP90 luciferase refolding in rabbit reticulocyte lysate; luciferase refolding luminescence, 3 h; inhibition, % at 5.6 µM; 290,000 compounds, 0.91% hits; AID 1789;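 active = inhibition above the screen-wide mean plus 3 SD, computed separately per campaign, cut at about 16% in these data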;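 note: 0% = DMSO wells and 100% = 60 µM geldanamycin wells; inhibitors lower the luminescence because luciferase stays unfolded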
HSF1 inhib – HSF1 inhibition; AID 2098; 300,000 compounds, 0.77% hits; activity change, negative = inhibition, % at 7.5 µM (by protocol); NIH3T3-HGL HSE-luciferase, MG132-induced, luminescence 8 h; active compounds read low;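 active = more than half of replicate wells show activity change below -50%, luminescence cut by over half; inconclusive = some wells, but at most half, below -50%; inactive = no replicate well below -50%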;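 note: luciferase reports HSF-1 transcriptional activity via heat shock element; 0% = median of DMSO wells and -100% = zero luminescence signal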
aSyn UTR inh – MLPCN primary screen, SNCA 5' untranslated region. alpha-synuclein 5'UTR reporter, inhibitor activity. inhibition, % (tested at 7.5 µM). 300,000 compounds, 0.82% hits. AID 1813; in the data active = inhibition above about 60%; inconclusive = no clear call, values can overlap the other calls;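 note: H4 neuroglioblastoma cells stably carrying SNCA 5'UTR luciferase fusion; 0% = DMSO wells and 100% = positive control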
HSF-1 act – increases HSF-1 driven luciferase reporter signal; NIH3T3-HGL HSF-1 luciferase reporter, MG132, 8 h; 100% = twice DMSO control signal; activation, % at 9 µM; 300,000 compounds, 1.7% hits; AID 504408;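 active = mean replicate activation of at least 50% with a set share of replicates each reaching 50%; inconclusive = only one of those two conditions met; inactive = mean below 50% and too few replicates reaching it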;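 note: 0% = median of the neutral control wells and 100% = twice that signal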
KLF5 inhibitor – suppresses KLF5 promoter-driven expression; DLD-1 KLF5 promoter-luciferase reporter, luminescence; inhibition, % at 5 µM; 290,000 compounds, 0.23% hits; AID 1700;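 active = inhibition above a per-plate limit of that plate's mean compound inhibition plus 3 SD, cut at about 60% in these data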;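 note: 0% = DMSO wells and 100% = LY294002 at 200 µM; higher means less KLF5 promoter-driven luciferase light; inactives centre near -14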
Platelet DG rel – platelet dense granule release activity; human platelet-rich plasma, SFLLRN dense granule ATP release, luminescence; 300,000 compounds, 0.22% hits; inhibition, %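 (compounds screened at 7.5 µM in platelet-rich plasma)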;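 active = mean replicate score, as percent of positive control, at or above 50; inconclusive = mean below 50 but at least one replicate at or above 50; inactive = mean and every replicate below 50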
HIF activator – HIF pathway transcriptional activation; 300,000 compounds, 0.32% hits; AID 1910; U2OS HRE-luciferase reporter, luminescence; normalized: DMSO 0%, desferrioxamine 100%; activation, % at 7.5 µM (by protocol);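 active = mean activation of at least 10% of the iron chelator positive control signal, with at least half of replicates also reaching 10%; inconclusive = mean and replicate majority disagree about reaching 10%; inactive = mean and most replicates under 10%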
SKKanGAS inh – inhibitors of SKKanGAS S. pyogenes growth in kanamycin (SK-promoter or general growth effect) | BacTiter-Glo, 6 h | inhibition, % at 7.5 µM | 300,000 compounds, 1.3% hits | AID 1662;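 active = mean replicate score, as percent of positive control median, at least 50; inconclusive = mean below 50 but one replicate at or above 50; inactive = mean and every replicate below 50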;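 note: strain carries kanamycin resistance gene driven by streptokinase promoter and grows in 40 µg/ml kanamycin; loss of luminescence reflects streptokinase promoter inhibition or plain growth inhibition; 0% = median of DMSO wells and 100% = positive control at its reference dose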
The depositor's hits bear a star; ? = inconclusive; nt = not tested or not shown.

Molecule	AI-2 QS mod	IEC-6 tox	HSP90 inh	HSF1 inhib	aSyn UTR inh	HSF-1 act	KLF5 inhibitor	Platelet DG rel	HIF activator	SKKanGAS inh
O=C(N/N=C/c1cccc(Oc2ccccc2)c1)c1ccncc1	17	6	-5	4	19	-3	-10	-3	-1.0	2
CN(C)c1nc(C(F)(F)F)cc(=O)[nH]1	3	-3	0	-35	10	-47	-28	-8	-0.4	-13
COc1ccc(N2CCN(CCCNC(=O)C3CCC(CNc4nc(=S)[nH]c5ccccc45)CC3)CC2)cc1 (configuration not stated)	30	0	3	2	37	-2	-7	6	-0.6	3
O=C(Nc1ccc(Br)cn1)c1ccc(Cl)s1	-3	10	2	35	-167	?	-223	-8	3.9	-1
O=C(NNS(=O)(=O)c1ccc(Cl)cc1)NC1CCCCC1	3	1	0	-7	18	-7	-23	-21	-0.4	1
CCn1cc(C(=O)N[C@@H](C)C(=O)NCCCN2CCOCC2)c(=O)c2cc3c(cc21)OCO3	13	-3	-3	-3	-11	2	-36	3	0.2	-1
COC1CCN(Cc2c(C(=O)N3C[C@@H](C)O[C@@H](C)C3)nc3ccc(Cl)cn23)CC1	2	-1	-2	-3	4	17	7	11	-0.2	1
CCN1CCN(C(=O)c2ccc3c(c2)N(Cc2ccc(F)cc2)C(=O)c2ccccc2S3=O)CC1 (configuration not stated)	14	-1	0	-1	-5	-3	-50	5	-0.2	-3
CSc1nnc(NC(=O)c2ccc(C)c(S(=O)(=O)N3CCOCC3)c2)s1	6	5	-4	nt	-73	nt	6	-4	0.7	-10
COc1cc2ccccc2cc1C(=O)Nc1ccc(O)cc1	27	4	-4	3	-138	10	-165	3	-5.3	15
Cc1ccc(N2C(=O)[C@@H]3C(C(=O)C(c4ccccc4)c4ccccc4)=NN[C@@H]3C2=O)cc1	0	0	3	17	-20	53*	2	8	0.0	11
O=C(NCc1ccncc1)C1CCCN(S(=O)(=O)Cc2ccccc2)C1 (configuration not stated)	5	-6	-4	9	-6	8	-27	-4	0.8	-1
Cc1ccc2c(c1)nc(NCCCO)n2C	14	-5	-1	0	20	-11	-15	1	0.3	-3
O=C(Nc1nc(-c2cccnc2)cs1)c1ccccc1F	23	-4	-3	26	-33	43	-8	-3	4.0	-5
CC1=C(CC(=O)NCC(=O)NCC(=O)O)c2cc(F)ccc2/C1=C/c1ccc(S(C)=O)cc1 (configuration not stated)	8	3	-1	-4	2	-6	-8	6	-0.1	8
CS(=O)(=O)c1ccc(NC(=O)CN2C(=O)C3CCCCC3C2=O)cc1 (configuration not stated)	2	-6	-3	-2	-5	-4	-40	0	-0.1	-6
CC(C)=CCCC(C)CN1CCC(O)CC1 (configuration not stated)	2	4	-2	2	-23	-9	-19	-14	0.1	-12
COc1ccccc1-n1c(C)nnc1SCC(=O)Nc1cc(C)cc(C)c1	18	-1	-2	5	0	2	-47	-2	0.0	-7
COc1ccc(/C=C/C(=O)c2ccoc2)cc1	2	6	4	9	-62	20	-14	13	0.8	0
O=C(C1=C(O)C(=O)N(CC2CCCO2)C1c1ccccc1F)c1ccco1 (configuration not stated)	20	-1	1	4	-20	-5	-22	-3	0.3	1
CCCCN(C)CCNC(=O)c1c[nH]c2ccc(S(=O)(=O)N(CC)CC)cc2c1=O	23	-2	4	-8	-23	-8	-44	5	0.1	-2
Cc1[nH]c2ccccc2c1CCN(Cc1cccnc1)C(=S)Nc1ccc(F)cc1	5	-5	1	5	-10	-6	2	-12	0.1	2
Cc1ccc(NC(=S)N(Cc2ccco2)C2CCN(C(C)C)CC2)cc1	13	1	-4	3	-36	-11	9	1	1.1	-1
C=CCn1c(SCc2n[nH]c(=S)n2-c2ccccc2)nnc1-c1ccccc1	4	-1	1	-2	18	-8	-1	-4	-1.8	1
Cc1nnc(NC(=O)c2ccc3ccccc3c2)s1	27	-4	-1	22	-145	37	-128	-3	4.5	-8
O=C(CSc1ccc(Cl)cc1)Nc1ccccc1Oc1ccccc1	4	-5	5	16	25	28	-18	-5	-0.1	-2
CCN(CC)S(=O)(=O)c1ccc(N/N=C(\C)c2cccnc2)nc1	14	9	4	-2	-20	12	-18	-5	-19	-1
Cc1cccc(C)c1NC(=O)NCCSc1snnc1C	-2	-3	0	6	-17	4	-6	-5	0.1	-11
Cc1ccc(S(=O)(=O)NC2CC2)cc1[N+](=O)[O-]	6	0	1	0	-7	14	2	16	0.9	5
Cc1cc(C)c2c(c1)/C(=N/NC(=O)c1ccc(O)cc1)CCC2	13	3	11	4	12	-9	-43	0	2.1	-4
Cc1ccc(C2Nc3ccc4ccccc4c3C3=C2C(=O)CC(C)(C)C3)o1 (configuration not stated)	21	-7	5	61	-73	86*	-115	-1	2.7	2
Cc1ccc(C(=O)N2C3C=CC(C3)C2(C(F)(F)F)C(F)(F)F)cc1 (configuration not stated)	25	-4	0	-2	19	-4	5	0	-0.6	8
COc1ccc(C)cc1S(=O)(=O)NCCC1=CCCCC1	13	-1	7	4	-42	2	-13	-11	-0.1	-3
CC(C)CNc1nc(NC(C)(C)C)nc(Oc2ccc(=O)[nH]n2)n1	3	0	-3	0	11	12	-24	-1	0.0	-4
Cn1nc(-c2ccc(Cl)cc2)cc1NC(=O)CCCC(=O)O	17	0	2	-1	-2	-14	-6	4	0.2	3
CCOCCCNC(=O)C(Cc1ccccc1)NS(=O)(=O)c1cccc2nsnc12 (configuration not stated)	25	-1	2	12	18	47	-11	3	-0.8	nt
COc1ccc(C(=O)O/N=C2\C(=O)N(C)c3ccccc32)cc1	19	nt	nt	6	-20	18	nt	3	0.3	-2
COC(=O)/C=C1/S/C(=N/NC(=O)c2ccc(OC)cc2)NC1=O	20	5	-2	-2	-21	7	-3	2	-0.5	0
O=C(Nc1cccc(Cl)c1Cl)C1CCCO1 (configuration not stated)	nt	-5	3	-8	0	0	-11	-6	-0.1	2
Cc1ccc(N2C(=O)NC3(CCCCC3)C2=O)cc1	-6	7	1	-9	-64	9	-47	-6	1.3	-1
CC1CN(S(=O)(=O)c2cccc(C(=O)N(Cc3nnc(-c4ccccc4Cl)o3)C3CC3)c2)CC(C)O1 (configuration not stated)	5	nt	nt	-1	3	7	nt	-10	0.3	3
CCOc1ccc(S(=O)(=O)NCc2ccccn2)cc1	13	0	2	-7	3	-9	-10	5	-0.3	-3
O=C(N/N=C/c1ccccc1[N+](=O)[O-])C(=O)N1CCCC1	2	-2	-5	-8	-72	3	-25	-3	1.9	-18
C#CCOCCOCCOCCNc1nc(N2CCN(C(=O)C([C@@H](C)CC)n3cc(C(N)COC(=O)C(F)(F)F)nn3)CC2)nc(N2CCN(C(=O)[C@H](CCC(=O)O)n3cc(C(N)CC(C)C)nn3)CC2)n1 (some centres not stated)	3	nt	nt	-40	6	-51	nt	8	2.1	-4
Cc1c(C(=O)NC(=S)Nc2ccccc2N2CCCC2)cccc1[N+](=O)[O-]	20	7	-6	-1	-28	0	-29	-2	-0.1	9
COc1ccc(NC(=O)NNC(=O)C(C)Oc2ccc(C(C)C)cc2)c(OC)c1 (configuration not stated)	8	0	-1	-7	6	-13	-1	2	-0.4	-2
CC(C)N(Cc1ccccc1)C(=O)C1CCN(c2ncnc3c2nc2n3CCCCC2)CC1	nt	0	-5	0	24	-8	-11	8	0.1	-4
O=C(Cc1ccccc1)NNC(=S)NC(=O)c1cccs1	-83*	-1	0	3	75*	9	1	9	0.2	79*
CCCN(CCC)C(=O)C1CCN(c2ccc(S(=O)(=O)N3CCOCC3)cc2[N+](=O)[O-])CC1	8	-1	3	-3	23	-12	-37	-7	0.1	-1
COc1cc(C2NC(=O)NC(c3ccccc3)=C2C(C)=O)c(Br)c(Br)c1O (configuration not stated)	15	-5	18*	4	6	-3	-37	3	-1.1	8

Later entries
Molecule	AI-2 QS mod	IEC-6 tox	HSP90 inh	HSF1 inhib	aSyn UTR inh	HSF-1 act	KLF5 inhibitor	Platelet DG rel	HIF activator	SKKanGAS inh
O=[N+]([O-])c1cccc2c3c([nH]c12)CCCC3	-4	-6	1	-4	8	0	-20	8	-0.3	-1
CCN(CC)S(=O)(=O)c1ccc(Oc2ccccc2)cc1	-31	1	-4	-7	-9	9	-17	-12	-0.1	-13
Cc1noc(C(=O)Nc2ccc(F)cc2F)c1Cl	3	6	0	-8	-43	7	-23	1	-1.4	-4
CCOc1ccc(C(C)(N)C(=O)O)cc1 (configuration not stated)	26	-10	-2	nt	-1	nt	-11	-7	-0.1	nt
CCN(CC)S(=O)(=O)c1ccc(N2C(=O)CC2(/C=C/c2ccccc2)C(=O)NC2CCCC2)cc1 (configuration not stated)	13	-12	0	-2	-6	-1	4	12	0.0	15
O=C(N/N=C/c1ccc(OCc2ccccc2)cc1)c1cccs1	13	-2	-4	22	-116	43	-39	4	1.4	5
O=C(CCCOc1ccccc1)N1CCCCC1	-6	-3	34*	-19	71*	-28	-44	4	-4.7	5
CC(C)[C@@H](C(=O)NC1CCN(Cc2ccccc2)CC1)N1C(=O)N2CCc3c([nH]c4ccccc34)[C@@]2(C)C1=O	7	-7	2	0	-3	-3	-11	-2	0.1	2
O=C(CN1C(=O)c2ccccc2S1(=O)=O)N1CCN(c2cccc(Cl)c2)CC1	-4	-2	-2	8	22	25	-27	-49	0.0	-6
N#Cc1ccc(C(=O)OCC(=O)Nc2ccc(S(N)(=O)=O)cc2)cc1	17	0	-6	-2	6	-8	-1	-12	-0.3	-3
